# Compound activity from PubChem.
# RXFP1 antagonist: qHTS Assay for Antagonists of the Relaxin Receptor RXFP1; Relaxin receptor 1 (Homo sapiens), Q9HBX9; HEK293-RXFP1, relaxin-stimulated cAMP HTRF, 30 min; stronger effect = lower value; activity change, negative = inhibition, % at 57.5 µM; 0.59% of 350,000 active; AID 1259400, 2018;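 active means activity change of -60% or lower, but not beyond a set lower limit; inconclusive means change between -60% and -40%, or beyond the set limit; inactive means change above -40%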; further: on the % scale 0 is the no-effect control and ±100 the full control effect
# POLB inh: qHTS Assay for Inhibitors of DNA Polymerase Beta; P06746; Pol beta primer extension/strand displacement, fluorescence kinetic; 1.3% of 340,000 active; Potency, µM (highest dose often 114 µM), for inactives: at the highest dose activity change, negative = inhibition, actives largely listed as inhibitors; further: potency means the concentration at half of the fitted maximal effect; on the % scale 0 is the no-effect control and ±100 the full control effect
#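 Homogeneous kinetic assay of primer extension and strand displacement by 10 nM Pol beta, preincubated 15 min at room temperature with compound before 50 nM substrate (final) was added. Read at 0 and 10 min; four-parameter Hill fit.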
# BLM helicase inh: qHTS Assay for Inhibitors of Bloom's syndrome helicase (BLM). Potency, µM (series often up to 56.1 µM), for inactives: at the highest dose activity change, negative = inhibition, actives largely listed as inhibitors. 0.2% of 350,000 active. RecQ-like DNA helicase BLM (Homo sapiens), P54132. recombinant BLM DNA unwinding, fluorescence dequenching;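 further: potency means the concentration at half of the fitted maximal effect; plate controls were vehicle for no effect and no enzyme for full effect; nearly all actives have a fitted effect of over 35% in size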
# Target sequence (P54132 whole entry, looked up): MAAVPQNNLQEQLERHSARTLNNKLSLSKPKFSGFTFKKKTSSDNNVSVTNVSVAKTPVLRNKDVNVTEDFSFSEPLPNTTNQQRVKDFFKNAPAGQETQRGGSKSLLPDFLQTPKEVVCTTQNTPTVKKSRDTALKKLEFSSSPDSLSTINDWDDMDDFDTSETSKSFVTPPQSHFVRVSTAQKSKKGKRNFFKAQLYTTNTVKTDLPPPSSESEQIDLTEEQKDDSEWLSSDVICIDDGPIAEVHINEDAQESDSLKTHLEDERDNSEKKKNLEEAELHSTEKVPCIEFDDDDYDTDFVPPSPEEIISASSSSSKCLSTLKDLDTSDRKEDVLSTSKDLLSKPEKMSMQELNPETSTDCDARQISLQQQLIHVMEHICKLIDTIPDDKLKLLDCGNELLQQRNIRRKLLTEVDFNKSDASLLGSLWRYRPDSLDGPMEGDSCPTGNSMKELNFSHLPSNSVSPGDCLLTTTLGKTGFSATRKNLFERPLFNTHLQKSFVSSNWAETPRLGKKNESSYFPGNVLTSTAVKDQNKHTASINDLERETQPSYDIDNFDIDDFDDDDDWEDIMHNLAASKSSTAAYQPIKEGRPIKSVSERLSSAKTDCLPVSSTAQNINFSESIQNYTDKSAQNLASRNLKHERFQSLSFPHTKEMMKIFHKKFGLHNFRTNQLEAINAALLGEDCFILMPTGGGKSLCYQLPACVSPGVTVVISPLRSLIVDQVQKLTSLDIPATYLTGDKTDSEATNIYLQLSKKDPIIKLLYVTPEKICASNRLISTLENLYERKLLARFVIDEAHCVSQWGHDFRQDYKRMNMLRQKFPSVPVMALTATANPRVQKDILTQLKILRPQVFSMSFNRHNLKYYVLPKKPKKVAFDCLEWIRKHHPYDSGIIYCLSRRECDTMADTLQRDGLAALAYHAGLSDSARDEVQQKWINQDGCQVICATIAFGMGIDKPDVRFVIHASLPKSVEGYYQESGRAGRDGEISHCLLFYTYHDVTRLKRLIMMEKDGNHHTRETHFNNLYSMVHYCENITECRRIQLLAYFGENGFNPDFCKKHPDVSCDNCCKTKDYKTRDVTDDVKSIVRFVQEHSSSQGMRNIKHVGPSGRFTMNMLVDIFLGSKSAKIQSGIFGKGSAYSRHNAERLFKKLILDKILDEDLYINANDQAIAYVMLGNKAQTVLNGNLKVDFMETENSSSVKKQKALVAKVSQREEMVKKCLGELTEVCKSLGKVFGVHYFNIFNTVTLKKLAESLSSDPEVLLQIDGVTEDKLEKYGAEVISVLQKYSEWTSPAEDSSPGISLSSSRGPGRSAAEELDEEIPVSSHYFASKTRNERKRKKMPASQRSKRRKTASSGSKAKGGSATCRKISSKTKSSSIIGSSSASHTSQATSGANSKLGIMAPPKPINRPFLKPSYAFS
# Pol eta inh: qHTS for Inhibitors of Polymerase Eta. DNA polymerase eta (Homo sapiens), Q9Y253. recombinant Pol eta, fluorescent DNA replication assay. Potency, µM (highest dose often 114 µM), without a hit: at the top dose activity change, negative = inhibition, usual class: inhibitors. 1.2% of 390,000 active; further: potency means the concentration at half of the fitted maximal effect; on the % scale 0 is the no-effect control and ±100 the full control effect
#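 Pol eta at 10 nM preincubated with compounds 15 min at room temperature; reaction started with fluorescent substrate (50 nM final) and read kinetically at 0 and 10 min.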
# Anesthetic bind: qHTS Assay for Identification of Novel General Anesthetics | Potency, µM (series often up to 77.5 µM), for the others: top-dose activity change, negative = displacement, actives largely listed as inhibitors | 0.074% of 350,000 active | apoferritin/1-aminoanthracene competitive binding, fluorescence | AID 485281, 2010; further: potency means the concentration at half of the fitted maximal effect; on the % scale 0 is the no-effect control and ±100 the full control effect; nearly all actives have a fitted effect of over 20% in size
#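 Read-out: endpoint 1-AMA fluorescence, excitation 380 nm and emission 535 nm, after compounds sit 10 min at room temperature with 10 uM horse-spleen apoferritin in 50% saturated 1-AMA/PBS. Values come from four-parameter Hill fits.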
# POLI inh: qHTS for Inhibitors of Polymerase Iota | DNA polymerase iota (Homo sapiens), Q9UNA4 | Pol iota fluorescent replication assay, 10 min | Potency, µM (titrated, usually from 115 µM), for the others: at the highest dose activity, negative = inhibition, most hits filed as inhibitors | 1% of 390,000 active; further: potency means the concentration at half of the fitted maximal effect
#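 Pol iota at 10 nM preincubated 15 min with compounds at room temperature; reaction started with fluorescent substrate, 50 nM final. Fluorescence read kinetically at 0 and 10 min; buffer-only wells as negative control.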
# APE1 inh: qHTS Assay for Inhibitors of the Human Apurinic/apyrimidinic Endonuclease 1 (APE1); recombinant APE1, TAMRA/BHQ-2 abasic DNA cleavage fluorescence; Potency, µM (doses to about 65.8 µM), inactives show at the top dose activity change, negative = inhibition, usual class: inhibitors; 0.35% of 350,000 active;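 further: potency means the concentration at half of the fitted maximal effect; plate controls were vehicle for no effect and reference inhibitor for full effect; nearly all actives have a fitted effect of over 55% in size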
#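 Incision of a quenched TAMRA/BHQ-2 THF abasic-site duplex (50 nM) by 0.75 nM APE1, after 15 min compound preincubation, measured as fluorescence increase over three 60 s reads. Values normalized to buffer, DMSO and NSC13755 control wells.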
# Pol kappa inh: qHTS for Inhibitors of Polymerase Kappa; purified Pol kappa, fluorescent DNA synthesis assay, 10 min; Potency, µM (doses to about 107 µM), for the others: at the highest dose activity, negative = inhibition, most hits filed as inhibitors; 0.53% of 400,000 active; AID 588579, 2011; further: potency means the concentration at half of the fitted maximal effect; on the % scale 0 is the no-effect control and ±100 the full control effect
#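 Activity was followed as the change in fluorescence between reads at 0 and 10 min after starting the reaction with 50 nM substrate. Beforehand, 10 nM polymerase had been preincubated with compound for 15 min at room temperature.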
# Tb PGK inh: qHTS Assay to Find Inhibitors of Phosphoglycerate Kinase; Phosphoglycerate kinase, glycosomal (Trypanosoma brucei brucei), P07378; PGK/GAPDH coupled, Kinase-Glo luminescence, 60 min; Potency, µM (top dose mostly 57.5 µM), for inactives: top-dose activity change, negative = inhibition, usual class: inhibitors; 0.043% of 380,000 active; AID 602233, 2012; further: potency means the concentration at half of the fitted maximal effect; on the % scale 0 is the no-effect control and ±100 the full control effect; nearly all actives have a fitted effect of over 60% in size
#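 Luminescent ATP detection (Kinase-Glo Plus) follows a 60-minute room-temperature incubation, with wells lacking PGK as controls. Buffer: 100 mM TEA (pH 7.6), 5 mM MgCl2, 0.01% Tween-20. Coupling enzyme GAPDH (100 nM final) supplies unstable 1,3-BPG in-well.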
# Numbers without * were called inactive; i = inactive; ? = inconclusive; nt = not tested or not shown; [ ] = another dose, or the depositor's remark. Unless noted, the call rests on the fitted dose curve; in most records, active means well fitted curve in the direction sought with a large enough effect; inconclusive means small, poorly fitted or top-dose-only effect, or another doubt; inactive means no such curve, though single readings can be large; an effect the other way counts as inactive or inconclusive.
SMILES,RXFP1 antagonist,POLB inh,BLM helicase inh,Pol eta inh,Anesthetic bind,POLI inh,APE1 inh,Pol kappa inh,Tb PGK inh
CC(C)(C)C1(C)OC(C(N)=O)C(C(N)=O)O1 (stereo not given),0,9%,0%,7%,-8%,5%,-8%,3%,6%
Clc1ccccc1-c1nc2ccccc2[nH]1,3,0%,1%,-5%,-5%,48%[activator],5%,8%,i
CCN(CC)C(=O)C[n+]1cccc(C(N)=O)c1,-11,19%,3%,-16%,-4%,75%[activator],1%,2%,0%
Cc1ccccc1OCC(=O)NCCCNC(=O)c1cccnc1,-6,5%,-1%,-2%,2%,34%[activator],-11%,7%,-5%
CCOCCc1nnc(NC(=O)CCc2ccccc2)s1,-1,55%,-3%,-3%,-7%,2%,-8%,-15%,nt
CC1CC2=C(NC(=S)NC2c2cccc(F)c2)/C(=C/c2cccc(F)c2)C1 (stereo not given),-10,-1%,-8%,-7%,-15%,100%[activator],-8%,-20%,3%
Cc1cc2n(n1)SC(Nc1ccc(F)cc1)N2 (stereo not given),-2,-9%,-14%,-5%,-3%,8%,-5%,-3%,7%
Cc1nc2nncn2c(N2CCN(c3ccccc3)CC2)c1C,-12,17%,3%,nt,-15%,25%,nt,6%,nt
Cc1nn(CC(=O)NCc2ccccc2Cl)c(=O)c2cccn12,-9,8%,-4%,-1%,-3%,12%,nt,6%,5%
O=C(O)c1cc(Br)ccn1,-1,1%,-8%,-12%,-3%,79%[activator],1%,-6%,i
COc1ccc(CCNS(=O)(=O)c2cc(/C=C/C(=O)O)ccc2C)cc1OC,3,-15%,-1%,-16%,-3%,-24%,-1%,-10%,i
Cc1cccn2c(=O)c(C(=O)NCCc3ccc(S(N)(=O)=O)cc3)c(O)nc12,-16,55%,0%,7%,-1%,-6%,nt,7%,-3%
CN(C)c1nc(N)nc(-c2cccnc2)n1,7,0%,1%,-11%,-9%,5%,2%,-5%,4%
COc1ccccc1CNC(=O)COC(=O)C1CCN(c2ccc(C(F)(F)F)cn2)CC1,0,nt,nt,?,nt,81%[activator],10%,-18%,-8%
COc1ccc(CNC(=S)Nc2cccc(C)c2)cc1,-7,-1%,-6%,-8%,-14%,5%,-2%,-12%,-7%
O=C(CSc1ccc(/C=N/NC(=O)c2cccc(F)c2)o1)Nc1ccccc1,11,?,-5%,-4%,-8%,-16%,-4%,-8%,-2%
O=C(O)Cc1ccc2oc(-c3ccccn3)nc2c1,0,6%,0%,11%,-5%,-24%,1%,-9%,-9%
CC(=O)NC(Cc1ccccc1F)C(=O)NC1CCN(C(=O)NCc2ccccc2)CC1 (stereo not given),-3,-7%,0%,-11%,-3%,-4%,71%[activator],7%,-5%
O=C(Cc1cccs1)N1CCC(c2nc3c(nnn3Cc3ccccc3Cl)c(=O)[nH]2)CC1,12,3%,-7%,4%,-22%,0%,-2%,-23%,0%
CC(=O)c1cccc(Nc2ncnc3ccc(Br)cc23)c1,-5,-23%,0%,-7%,6%,59%[activator],7%,4%,7%
COc1ccccc1NC(=S)N(C(C)C)C(C)c1ccccn1 (stereo not given),2,1%,-2%,-19%,-15%,166%[activator],-1%,-5%,?
CC(C)CC(=O)Nc1ccc(-c2nc3ccccc3c(=O)[nH]2)cc1,-21,18%,4%,-12%,5%,-6%,-1%,2%,-1%
CCCOc1ccc(S(=O)(=O)n2cc(F)c(=O)[nH]c2=O)cc1,-9,-2%,-2%,-4%,4%,1%,-3%,-2%,-9%
COc1ccc(OC)c(S(=O)(=O)Nc2cc3c4c(c2)CCN4C(=O)CC3)c1,-8,nt,nt,-15%,nt,19%,-4%,3%,-2%
Cc1ccc(-n2c(-c3cn(C)nc3C)n[nH]c2=S)cc1,nt,16%,-1%,nt,-1%,nt,2%,nt,nt
O=C(NNS(=O)(=O)c1ccccc1)c1csc(-c2cccnc2)n1,8,-20%,-7%,-10%,2%,149%[activator],-5%,0%,-6%
Cn1c(=O)c2[nH]c(CCCC(=O)O)nc2n(Cc2ccccc2)c1=S,nt,nt,nt,-10%,nt,8%,nt,0%,-5%
COc1ccccc1CN1CCN(C(=O)c2ccco2)CC1,1,18%,-4%,9%,-4%,131%[activator],17%,-12%,-2%
CC(=O)Nc1ccccc1Nc1nc(NCCO)nc(N2CCCC2)n1,nt,nt,nt,-3%,nt,10%,nt,10%,i
COCCNC(=O)C(c1ccc(F)cc1)N(C(=O)CCC(=O)Nc1nccs1)c1cccc(C)c1 (stereo not given),15,4%,1%,-6%,-14%,163%[activator],4%,-7%,i
CC1Cn2c(nnc2-c2ccc(F)cc2)S1 (stereo not given),9,-15%,-1%,-10%,7%,-10%,-1%,-14%,4%
CCOC(=O)C1CCCN(S(=O)(=O)c2cc(-c3cc(C)no3)ccc2C)C1 (stereo not given),-23,0%,-5%,-9%,2%,-8%,nt,-8%,i
Cc1occc1-c1nnc(SCC(=O)N2CCN(c3ccccc3)CC2)n1C,-7,?,-1%,-12%,-10%,2%,5%,-5%,-9%
Cc1cccc(NC(=O)CN(C)S(=O)(=O)c2ccc(Br)cc2)n1,2,0%,0%,-10%,-13%,17%,1%,10%,i
COc1ccc(C(=O)CC(=O)C(=O)Nc2c(C)cccc2C)cc1,12,20%,-8%,4%,6%,-26%,31%,6%,nt
Cc1cc(OCC(=O)NCCCN2CCOCC2)c2c(C)c(C)c(=O)oc2c1,20,17%,-7%,-2%,-1%,9%,15%,-2%,0%
CCOC(=O)c1cc(NC(=O)N(CC)C2CCCCC2)c(C)nc1C,-12,0%,-1%,1%,?,19%,-4%,-7%,-1%
C=CCn1c(=O)c2ccccc2n2c(SCC(=O)NCCc3ccccc3)nnc12,-18,40%,-6%,-4%,-13%,20%,3%,-2%,-4%
CC(=O)c1cc(-c2ccccc2)n(CCC(=O)NC(C)c2ccccc2)c1C (stereo not given),-12,-29%,-2%,-25%,-3%,-12%,nt,-3%[60.1 µM],0%
CC(C)OC(=O)C(C#N)c1nc2ccccc2nc1N1CCN(Cc2ccc3c(c2)OCO3)CC1 (stereo not given),nt,5%,-2%,nt,-10%,nt,2%,nt,nt

# Reformatted with bars between the fields: part of the list above.
Compound | RXFP1 antagonist | POLB inh | BLM helicase inh | Pol eta inh | Anesthetic bind | POLI inh | APE1 inh | Pol kappa inh | Tb PGK inh
Cc1cccc(NC(=O)CN(C)S(=O)(=O)c2ccc(Br)cc2)n1 | 2 | 0% | 0% | -10% | -13% | 17% | 1% | 10% | i
COc1ccc(C(=O)CC(=O)C(=O)Nc2c(C)cccc2C)cc1 | 12 | 20% | -8% | 4% | 6% | -26% | 31% | 6% | nt
Cc1cc(OCC(=O)NCCCN2CCOCC2)c2c(C)c(C)c(=O)oc2c1 | 20 | 17% | -7% | -2% | -1% | 9% | 15% | -2% | 0%
CCOC(=O)c1cc(NC(=O)N(CC)C2CCCCC2)c(C)nc1C | -12 | 0% | -1% | 1% | ? | 19% | -4% | -7% | -1%

# New compounds follow.
SMILES,RXFP1 antagonist,POLB inh,BLM helicase inh,Pol eta inh,Anesthetic bind,POLI inh,APE1 inh,Pol kappa inh,Tb PGK inh
Cc1ccc(C(=O)NCCCCNC(=O)c2ccc(C)o2)o1,-9,-26%,-1%,-10%,-6%,11%,-1%,-11%,-1%
Cc1cccc(N2CCN(C(=O)NC3CCCCC3)CC2)c1C,-3,-10%,-3%,-16%,-9%,17%,35%,-15%,-5%
CCc1ccc(/C=C(\C)C(=O)c2c(C)cc(C)[nH]c2=O)cc1,-7,-1%,-6%,-10%,-22%,48%[activator],-3%,9%,-9%
CC(Sc1nnnn1C1CC1)C(=O)N1c2ccccc2NC(=O)C1(C)C (stereo not given),-8,nt,nt,-20%,nt,3%,6%,-4%,i
CN1CCC(C(=O)N2CCCC(C(=O)c3ccc4c5c(cccc35)CC4)C2)CC1 (stereo not given),-7,21%,27%,-2%,-3%,-5%,-5%,-4%,6%
COc1ccc(CC(=O)NNC(=O)c2cccs2)cc1OC,21,2%,1%,-15%,3%,49%[activator],3%,-10%,i
O=C(/C=C/c1cccs1)NC(=S)Nc1ccc(S(=O)(=O)Nc2ccccc2C(F)(F)F)cc1,-18,-6%,2%,-16%,14%,?,-4%,?,0%
CC(NC(=O)c1ccc(Cn2cc([N+](=O)[O-])cn2)o1)c1ccccc1 (stereo not given),3,8%,0%,-2%,-13%,2%,3%,-10%,5%
O=C(COc1ccc(F)cc1Br)NCC1(N2CCOCC2)CCCCC1,-28,nt,nt,-10%,nt,10%,25%,-15%,8%
Cc1ccc(NC(=O)Nc2ccc3c(c2)OCO3)c(OC(F)F)c1,-3,13%,-11%,-11%,-8%,23%,62%[activator],-11%,3%
Cc1ccccc1OCC(=O)NC(=S)Nc1ccc(Br)c(C)n1,26,26%,0%,-5%,-11%,15%,0%,-2%,5%[11.5 µM]
CCSc1nnc(CNC(=O)C23CC4CC(CC(C4)C2)C3)n1Cc1ccccc1,-12,-22%,3%,-2%,-6%,22%,0%,6%,i
CCN1C(=O)C(Cc2nc3ccccc3c(=O)n2-c2ccccc2)c2ccccc21 (stereo not given),3,-16%,-12%,-2%,-12%,6%,2%,-12%,-6%
Cc1ccc(OCC(=O)Nc2ccccc2OCc2cc(=O)n3ccccc3n2)cc1C,5,10%,-6%,-6%,49%[activator],-25%,nt,-14%[60.1 µM],1%
CCOc1ccc(S(=O)(=O)N2CCCC(C(=O)NCC3CCCO3)C2)cc1Cl (stereo not given),-15,nt,nt,-6%,nt,-1%,-10%,-14%,1%
Cc1c(NC=C(C#N)C#N)c(=O)n(-c2ccccc2)n1C,-7,33%,-4%,-11%,-1%,130%[activator],2%,-10%,-4%

# The list is partial (hit frequency here may not be typical).
